V1R ag counter: agonists of human V1a receptor, primary screen, counter-screen for OXTR agonist project, fluorescence, CHO-V1R cells; Vasopressin V1a receptor (Homo sapiens), P37288; Fluo-8 calcium fluorescence, agonist mode; 0% DMSO, 100% 3 nM vasopressin; 320,000 tested, 0.25% active; activation, % at 3 µM; AID 2797, 2010;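 active = activation above the mean activation of all tested compounds plus 3 SD, per screening run, cut at about 20% in these data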;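 note: signal is peak over basal fluorescence ratio across a 100 second FLIPR read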
OXTR potentiate: human OXTR potentiators, primary screen, fluorescence, CHO-OTR cells, Fluo-8 calcium | Fluo-8 calcium fluorescence, potentiator mode; 0% = oxytocin EC15, 100% = EC100 | 320,000 tested, 0.061% active | activation, % at 3 µM | Oxytocin receptor (Homo sapiens), P30559 | AID 2445, 2010;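 active = activation above that plate's cutoff, the mean activation of tested compounds plus 3 SD, cut at about 6.6% in these data, passing the limit was not always enough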;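 note: 100% uses oxytocin at 75 nM as the full agonist control; some results filed as inactive read as strong as hits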
Target sequence (P30559 whole entry, looked up): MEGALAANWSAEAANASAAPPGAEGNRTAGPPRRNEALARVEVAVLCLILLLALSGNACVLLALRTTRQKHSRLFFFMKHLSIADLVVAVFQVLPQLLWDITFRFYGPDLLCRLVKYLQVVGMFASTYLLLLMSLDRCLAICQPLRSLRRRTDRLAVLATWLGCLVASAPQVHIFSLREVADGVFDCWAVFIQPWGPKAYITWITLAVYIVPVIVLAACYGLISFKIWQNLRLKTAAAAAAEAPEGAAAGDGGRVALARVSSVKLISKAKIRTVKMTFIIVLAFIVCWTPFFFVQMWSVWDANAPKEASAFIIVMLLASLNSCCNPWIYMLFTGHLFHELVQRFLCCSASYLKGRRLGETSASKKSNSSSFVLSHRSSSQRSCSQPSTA
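Measured by – Fluo-8 calcium dye fluorescence · Test system – human OTR in CHO cells · Dosing – one concentration, 3.0 µM compound · Controls – EC15 oxytocin alone as 0%, 75 nM oxytocin as 100% · Evaluation – normalized max/min fluorescence ratio, % activation · Timing – 6 min pre-incubation, 100 s read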
CHO-K1 Ca PAM: nonselective calcium activators in parental CHO-K1 cells, primary screen, counter-screen for M1 PAM project, cell-based, Fluo-8 calcium fluorescence, full deck, 1536-well; ATP EC20; 0% at ATP EC20, 100% at ATP max; activation, % at 3 µM; 360,000 tested, 0.02% active;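 active = activation above the run cutoff, the mean activation of all test compounds plus 3 SD, cut at about 40% in these data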;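 note: peak over basal fluorescence ratio in a 140 s read after ATP addition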
CHO-K1 Ca antag: nonselective inhibitor or artifact in parental CHO-K1 cells; ATP-induced calcium, Fluo-8 fluorescence; 360,000 tested, 0.6% active; inhibition, % at 3 µM;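 active = inhibition above a per-plate cutoff, the plate's mean sample inhibition plus 3 SD, cut at about 24% in these data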;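 note: 0% = DMSO plus EC80 ATP and 100% = DMSO alone without ATP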
TAAR1 ag: human TAAR1 agonists, primary screen, Fluo-8 calcium fluorescence, CHO RD-HGA16 cells; 360,000 tested, 0.99% active; activation, % at 3 µM; vehicle wells 0%, saturating PEA agonist 100%;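 active = activation above the mean activation of all test compounds in the run plus 3 SD, cut at about 38% in these data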
Target sequence (Q96RJ0 whole entry, looked up): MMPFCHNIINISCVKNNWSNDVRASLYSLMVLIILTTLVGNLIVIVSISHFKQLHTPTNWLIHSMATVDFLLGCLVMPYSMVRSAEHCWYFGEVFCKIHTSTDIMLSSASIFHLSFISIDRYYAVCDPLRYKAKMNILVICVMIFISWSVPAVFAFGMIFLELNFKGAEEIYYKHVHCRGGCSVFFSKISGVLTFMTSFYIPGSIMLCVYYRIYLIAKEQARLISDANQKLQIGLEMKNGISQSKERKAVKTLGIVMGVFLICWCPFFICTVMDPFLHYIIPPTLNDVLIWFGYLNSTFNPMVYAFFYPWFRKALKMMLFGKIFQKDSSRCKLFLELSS
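System: CHO RD-HGA16 cells carrying human TAAR1 plus Gα16; Incubation: 17-24 h seeding, 75 min 37 °C dye, 30 min RT; Measured by: Fluo-8 fluorescence, 5 s baseline then 140 s kinetic read; Control set: DMSO and PEA EC100; Replication: single well for each compound.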
TAAR1 antag: human TAAR1 antagonists, primary screen, Fluo-8 calcium fluorescence, CHO RD-HGA16 cells. antagonist. inhibition, % at 3 µM. 360,000 tested, 1.5% active. AID 624466, 2012;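 active = inhibition above a per-plate cutoff, the mean inhibition of test compounds on that plate plus 3 SD, cut at about 49% in these data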;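 note: 0% = DMSO plus EC80 beta-PEA response and 100% = DMSO alone without agonist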
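test system = CHO RD-HGA16 cells bearing hTAAR1 | replication = singlicate | controls = DMSO-only wells and EC80 β-PEA-stimulated wells | reagent = EC80 β-phenethylamine stimulus | read-out basis = percent inhibition of PEA-evoked calcium signal, max/basal emission ratio | schedule = seeding 17-24 h prior, 75-min 37 °C, 30-min RT dye loading | signal = kinetic Fluo-8 calcium fluorescence measurement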
CHO-K1 Ca ag: counter-screen for M1 agonists: effect in parental CHO-K1 cells | AID 602248, 2012 | Fluo-8 calcium fluorescence; scaled to maximal ATP response, vehicle zero | 360,000 tested, 0.48% active | activation, % at 3 µM; in the data active = activation above about 15%;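 note: untransfected CHO-K1 host cells lacking M1 receptor as counterscreen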
M1 ag: human M1 muscarinic receptor agonists, primary screen, Fluo-8 calcium fluorescence, CHO-K1 cells, HTS | Muscarinic acetylcholine receptor M1 (Homo sapiens), P11229 | CHO-K1 hM1, agonist mode; 0% DMSO, 100% acetylcholine EC100 | activation, % at 3 µM | 360,000 tested, 0.33% active;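 active = activation above the run's mean compound activation plus 3 SD, cut at about 16% in these data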;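 note: peak over basal fluorescence ratio within a 140 s kinetic read after compound addition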
CHO parental Ca: ATP-evoked calcium signal inhibitors, parental CHO, primary screen, counter-screen for OX1R antagonist project, cell-based, fluorescence, Fluo-8 calcium dye; parental CHO-K1, ATP-induced calcium, Fluo-8 fluorescence; inhibition, % at 5.6 µM; 330,000 tested, 0.63% active;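 active = inhibition above that plate's mean sample inhibition plus 3 SD, cut at about 26% in these data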;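 note: 0% = ATP-challenged DMSO wells and 100% = DMSO wells without ATP; some compounds past the cut are filed as inactive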
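Material: Parental CHO cells | Reagent: ATP | Compound dosing: Single nominal dose of 5.6 µM per compound | Detection: Intracellular calcium via Fluo-8 no-wash fluorescent dye | Read-out: % inhibition of ATP-induced calcium mobilization | Benchmarks: Low control ATP plus DMSO, high control DMSO only | Replicates: Singlicate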
An asterisk follows results filed as active.

How did C=CCN(CC=C)Cc1c(O)ccc2c1oc(=O)c1ccccc12 do in these assays?
V1R ag counter: -0.2; OXTR potentiate: 2; CHO-K1 Ca PAM: 11; CHO-K1 Ca antag: -1; TAAR1 ag: 2; TAAR1 antag: 0; CHO-K1 Ca ag: 1.0; M1 ag: -7; CHO parental Ca: -3

How did C=CCN1CCCC1CNC(=O)c1cc2[nH]nnc2cc1OC (centres undefined) do in these assays?
V1R ag counter: -0.3; OXTR potentiate: 6; CHO-K1 Ca PAM: -3; CHO-K1 Ca antag: 3; TAAR1 ag: 1; TAAR1 antag: -8; CHO-K1 Ca ag: 0.6; M1 ag: -7; CHO parental Ca: 1

How did CCN1CCN(c2cc(C)c3cc(NC(=S)N4CC(C)CC(C)C4)ccc3n2)CC1 (centres undefined) do in these assays?
CHO-K1 Ca PAM: 14; CHO-K1 Ca antag: -10; TAAR1 ag: 4; TAAR1 antag: -7; CHO-K1 Ca ag: 0.7; M1 ag: -7

What do the screens show for `O=C(Nc1cccc(S(=O)(=O)N2CCCC2)c1)[C@@H]1O[C@H](CO)[C@H](O)[C@H](O)[C@H]1O`?
CHO-K1 Ca PAM: -5; CHO-K1 Ca antag: -5; TAAR1 ag: 2; TAAR1 antag: -25; CHO-K1 Ca ag: -0.1; M1 ag: 1

Results for O=C(c1ccc(CS(=O)(=O)c2ccc(Br)cc2)o1)N1CCN(c2ncccn2)CC1 ?
V1R ag counter: 0.4; OXTR potentiate: 5; CHO-K1 Ca PAM: 21; CHO-K1 Ca antag: -14; TAAR1 ag: 0; TAAR1 antag: 3; CHO-K1 Ca ag: 2.8; M1 ag: 4; CHO parental Ca: -27

What do the screens show for `Cc1ccc(/C=N\NC(=O)c2ccc(Cn3cc(Br)c([N+](=O)[O-])n3)o2)o1`?
V1R ag counter: -0.8; OXTR potentiate: -13; CHO-K1 Ca PAM: 5; CHO-K1 Ca antag: 3; TAAR1 ag: -1; TAAR1 antag: 6; CHO-K1 Ca ag: 0.9; M1 ag: -8; CHO parental Ca: -7

Results for Cc1ccc(-n2c(SCC(=O)NC3CCS(=O)(=O)C3)nc3ccccc3c2=O)c(C)c1 (centres undefined) ?
CHO-K1 Ca PAM: 22; CHO-K1 Ca antag: -12; TAAR1 ag: 7; TAAR1 antag: -8; CHO-K1 Ca ag: 2.5; M1 ag: 0

How did O=C(Cn1nnc2ccccc21)NCc1ccccc1 do in these assays?
V1R ag counter: -0.1; OXTR potentiate: -3; CHO-K1 Ca PAM: 0; CHO-K1 Ca antag: -8; TAAR1 ag: 13; TAAR1 antag: 2; CHO-K1 Ca ag: 0.2; M1 ag: 0; CHO parental Ca: -2

What do the screens show for `O=C(CNS(=O)(=O)c1ccccc1)N/N=C/c1ccc(O)cc1`?
V1R ag counter: -0.2; OXTR potentiate: 5; CHO-K1 Ca PAM: 12; CHO-K1 Ca antag: 4; TAAR1 ag: 1; TAAR1 antag: -1; CHO-K1 Ca ag: 0.3; M1 ag: -6; CHO parental Ca: -9

Results for N/C(=N\OC(=O)Cc1ccc(Cl)cc1)c1ccncc1 ?
V1R ag counter: 1.9; OXTR potentiate: 3; CHO-K1 Ca PAM: 15; CHO-K1 Ca antag: -7; TAAR1 ag: 1; TAAR1 antag: -22; CHO-K1 Ca ag: 7.5; M1 ag: -3; CHO parental Ca: 13

How did Cn1c(CNC(=O)c2ccccc2F)nnc1SCc1nc2ccccc2c(=O)[nH]1 do in these assays?
V1R ag counter: -0.3; OXTR potentiate: -5; TAAR1 ag: 3; TAAR1 antag: -6; CHO parental Ca: -16

Results for Cc1cc(NS(=O)(=O)c2ccc(Br)s2)no1 ?
V1R ag counter: 0.7; OXTR potentiate: -5; CHO-K1 Ca PAM: -1; CHO-K1 Ca antag: -16; TAAR1 ag: 8; TAAR1 antag: -19; CHO-K1 Ca ag: 0.0; M1 ag: -4; CHO parental Ca: -8

Reprinted from the part before: two entries, then new ones.
How did Cn1c(CNC(=O)c2ccccc2F)nnc1SCc1nc2ccccc2c(=O)[nH]1 do in these assays?
V1R ag counter: -0.3; OXTR potentiate: -5; TAAR1 ag: 3; TAAR1 antag: -6; CHO parental Ca: -16

Results for Cc1cc(NS(=O)(=O)c2ccc(Br)s2)no1 ?
V1R ag counter: 0.7; OXTR potentiate: -5; CHO-K1 Ca PAM: -1; CHO-K1 Ca antag: -16; TAAR1 ag: 8; TAAR1 antag: -19; CHO-K1 Ca ag: 0.0; M1 ag: -4; CHO parental Ca: -8

Results for COc1ccc(NC(=O)C(=O)NNC(=O)C(C)Oc2ccc(Cl)cc2Cl)cc1 (centres undefined) ?
V1R ag counter: -0.9; OXTR potentiate: 2; CHO-K1 Ca PAM: -7; CHO-K1 Ca antag: 6; TAAR1 ag: 7; TAAR1 antag: -7; CHO-K1 Ca ag: -0.4; M1 ag: -9; CHO parental Ca: -26

Results for COc1ccc(-c2nnc3ccc(SCC(=O)N4CCCCC4)nn23)cc1OC ?
V1R ag counter: 0.0; OXTR potentiate: -3; CHO-K1 Ca PAM: 22; CHO-K1 Ca antag: -7; TAAR1 ag: 0; TAAR1 antag: 5; CHO-K1 Ca ag: 0.5; M1 ag: -7; CHO parental Ca: -16

Results for O=C(CC1CCCC1)NNC(=O)c1ccc(F)cc1 ?
V1R ag counter: 1.1; OXTR potentiate: 1; CHO-K1 Ca PAM: 13; CHO-K1 Ca antag: -4; TAAR1 ag: 2; TAAR1 antag: -14; CHO-K1 Ca ag: 0.3; M1 ag: -3; CHO parental Ca: -18

What do the screens show for `Nc1nc2cc(S(=O)(=O)N3CCOCC3)ccc2o1`?
V1R ag counter: 0.8; OXTR potentiate: 5; CHO-K1 Ca PAM: 9; CHO-K1 Ca antag: -6; TAAR1 ag: 8; TAAR1 antag: -33; CHO-K1 Ca ag: 0.3; M1 ag: -2; CHO parental Ca: -8

What do the screens show for `O=c1[nH]c(CN2CCCCC2)ccc1O`?
CHO-K1 Ca PAM: -7; CHO-K1 Ca antag: 2; TAAR1 ag: 2; TAAR1 antag: 12; CHO-K1 Ca ag: 0.2; M1 ag: 0

How did O=[N+]([O-])c1ccc(Sc2ccc(F)cc2)nc1 do in these assays?
V1R ag counter: -1.1; OXTR potentiate: -1; CHO-K1 Ca PAM: 11; CHO-K1 Ca antag: 0; TAAR1 ag: 9; TAAR1 antag: -3; CHO-K1 Ca ag: -0.6; M1 ag: -7; CHO parental Ca: 8

How did COCCCNC(=O)CSc1nc2ccccc2c(=O)n1CCCN1CCCCC1 do in these assays?
V1R ag counter: -0.5; OXTR potentiate: -8; CHO-K1 Ca PAM: -28; CHO-K1 Ca antag: 19; TAAR1 ag: 1; TAAR1 antag: -18; CHO-K1 Ca ag: -0.4; M1 ag: -7; CHO parental Ca: -10

Results for CCOC(=O)C1CCN(C(=O)CCCOc2ccccc2)CC1 ?
V1R ag counter: -0.2; OXTR potentiate: -2; CHO-K1 Ca PAM: 3; CHO-K1 Ca antag: -1; TAAR1 ag: 5; TAAR1 antag: 3; CHO-K1 Ca ag: 0.0; M1 ag: -3; CHO parental Ca: -10

How did CCc1c(C)nc2cc(-c3cc(OC)cc(OC)c3)nn2c1N1CCCC1 do in these assays?
V1R ag counter: 0.0; OXTR potentiate: -10; CHO-K1 Ca PAM: 8; CHO-K1 Ca antag: -28; TAAR1 ag: 10; TAAR1 antag: -13; CHO-K1 Ca ag: 0.2; M1 ag: -11; CHO parental Ca: -45

How did O=C(COC(=O)c1ccc(F)cc1F)c1ccc[nH]1 do in these assays?
CHO-K1 Ca PAM: 12; CHO-K1 Ca antag: 2; TAAR1 ag: 1; TAAR1 antag: -6; CHO-K1 Ca ag: 1.4; M1 ag: -3

How did O=C(COC(=O)C12CC3CC(CC(C3)C1)C2)N1CCN(S(=O)(=O)c2ccccc2)CC1 do in these assays?
V1R ag counter: 1.5; OXTR potentiate: -6; CHO-K1 Ca PAM: 15; CHO-K1 Ca antag: -5; TAAR1 ag: 7; TAAR1 antag: 3; CHO-K1 Ca ag: 0.5; M1 ag: 0; CHO parental Ca: -21

Results for Clc1ccccc1OCCCCn1ccnc1 ?
V1R ag counter: 5.3; OXTR potentiate: -7; CHO-K1 Ca PAM: -1; CHO-K1 Ca antag: -1; TAAR1 ag: 7; TAAR1 antag: 13; CHO-K1 Ca ag: 0.7; M1 ag: -7; CHO parental Ca: -1

What do the screens show for `COc1cc(NC(=O)N[C@@H](CCSC)C(=O)O)cc(OC)c1`?
V1R ag counter: 0.4; OXTR potentiate: -1; CHO-K1 Ca PAM: 7; CHO-K1 Ca antag: -13; TAAR1 ag: 3; TAAR1 antag: -10; CHO-K1 Ca ag: 0.5; M1 ag: -3; CHO parental Ca: 4

How did CCN(CC)CCN(C(=O)c1cc(Cl)sc1Cl)c1nc2cc3c(cc2s1)OCO3 do in these assays?
V1R ag counter: 0.9; OXTR potentiate: 0; CHO-K1 Ca PAM: -9; CHO-K1 Ca antag: -7; TAAR1 ag: 1; TAAR1 antag: -36; CHO-K1 Ca ag: 0.8; M1 ag: -6; CHO parental Ca: -6

Results for Cc1cc(C)nc(NNC2=CC(=[N+]3CCCCC3)CC(C)(C)C2)n1 ?
V1R ag counter: 0.3; OXTR potentiate: -9; CHO-K1 Ca PAM: 13; CHO-K1 Ca antag: -8; TAAR1 ag: 1; TAAR1 antag: -18; CHO-K1 Ca ag: -0.5; M1 ag: -6; CHO parental Ca: -3

What do the screens show for `CN(c1ccc(OCC(=O)OCC(=O)Nc2ccc(OC(F)F)cc2)cc1)S(=O)(=O)c1cccs1`?
V1R ag counter: 8.3; OXTR potentiate: -11; CHO-K1 Ca PAM: -2; CHO-K1 Ca antag: 1; TAAR1 ag: 18; TAAR1 antag: 22; CHO-K1 Ca ag: 8.5; M1 ag: 0; CHO parental Ca: 11

What do the screens show for `CC(=O)c1c(C(C)=O)c(C)n(NC(=O)c2ccc(Cl)cc2)c1C`?
V1R ag counter: 0.6; OXTR potentiate: 0; CHO-K1 Ca PAM: -5; CHO-K1 Ca antag: 11; TAAR1 ag: 2; TAAR1 antag: -2; CHO-K1 Ca ag: 0.5; M1 ag: -3; CHO parental Ca: -1

Screening results as filed in PubChem BioAssay.

Random draw from the library; any-hit rate near 3.3%.
